Source: PubChem BioAssay
PHOSPHO1 block = PubChem AID 1565 | Phosphoethanolamine/phosphocholine phosphatase (Homo sapiens), Q8TCT1 | recombinant PHOSPHO1, absorbance phosphatase assay | inhibition, % at 13.3 µM | 290,000 tested, 1.1% active; in the data active = inhibition above about 60%
CRFR2-BP ag = agonists of CRF-BP/CRF-R2 complex, primary screen, cell-based, HEK293, calcium dye fluorescence, uHTS; CRF-binding protein / CRF receptor 2 complex (human); calcium dye fluorescence (FLIPR); percent of saturating CRF peptide response; activation, % at 13.2 µM; 350,000 tested, 0.46% active; AID 588473, 2011;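 active = activation of at least 50%, plus an integration ratio under a set limit after plate pattern correction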;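 note: plate controls were neutral control wells without compound for no effect and CRF at EC100 for full effect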
IDE inh = human IDE inhibitors in live cells, primary screen, fluorescence polarization, HEK cells, FAbetaB substrate. 320,000 tested, 0.41% active. FAbetaB cleavage. inhibition, % at 5.59 µM;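 active = percent inhibition above the average of all tested compounds plus 3 SD, set per screening campaign, cut at about 16% in these data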;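 note: IDE supplied by intact live HEK cells; FP after avidin binding of uncleaved biotin substrate so inhibition keeps polarization high; 0% = DMSO wells and 100% = 60 µM reference IDE inhibitor Ii1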
GalR3 antag = GalR3 antagonists in HEK293 cells, primary screen, cell-based, fluorescence readout; 360,000 tested, 0.44% active; HEK293 GalR3-CNG cAMP membrane potential fluorescence; galR3 body fused to GalR1 C-terminus; inhibition, % at 3 µM; Galanin receptor type 3 (Homo sapiens), O60755;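 active = inhibition above the screen-wide average plus 3 SD, cut at about 13% in these data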;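 note: forskolin and galanin both at EC90 stimulate the cells; cAMP rise reported by CNG channel membrane potential dye signal; 0% = forskolin plus galanin with DMSO and 100% = forskolin alone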
CHRM4 PAM = human M4 muscarinic receptor positive allosteric modulators, primary screen, CHO-K1 cells, Fluo-8 calcium fluorescence | Muscarinic acetylcholine receptor M4 (Homo sapiens), P08173 | CHO-K1 hM4/Gqi5, ACh EC20; 0% = ACh EC20, 100% = maximal ACh | activation, % at 3 µM | 360,000 tested, 0.4% active | AID 624126, 2012;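 active = activation above its plate's cutoff, the mean activation of sample wells plus 3 SD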; note: some results filed as inactive read as strong as hits
Target sequence (P08173 whole entry, looked up): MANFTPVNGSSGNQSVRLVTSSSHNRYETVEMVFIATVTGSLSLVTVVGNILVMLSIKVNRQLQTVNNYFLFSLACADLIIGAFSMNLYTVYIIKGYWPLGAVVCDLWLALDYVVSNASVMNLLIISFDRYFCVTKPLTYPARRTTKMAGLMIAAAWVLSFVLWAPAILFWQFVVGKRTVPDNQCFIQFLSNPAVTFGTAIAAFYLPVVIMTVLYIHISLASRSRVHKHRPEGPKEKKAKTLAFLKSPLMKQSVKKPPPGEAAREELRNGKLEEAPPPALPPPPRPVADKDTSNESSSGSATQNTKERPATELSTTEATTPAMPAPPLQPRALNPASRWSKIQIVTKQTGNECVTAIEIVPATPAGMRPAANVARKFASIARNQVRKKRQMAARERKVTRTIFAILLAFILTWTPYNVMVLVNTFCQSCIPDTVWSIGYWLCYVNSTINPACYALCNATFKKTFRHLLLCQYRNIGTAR
CRFBP-R2 block = antagonists of CRF-BP/CRF-R2 complex, primary screen, cell-based, HEK293, calcium dye fluorescence, uHTS. CRF-induced calcium fluorescence. 350,000 tested, 0.59% active. inhibition, % at 11.8 µM;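 active = inhibition of the ligand-induced calcium signal above about 50% at the single tested concentration, limit read from the data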
IDE act = human IDE activators in live cells, primary screen, fluorescence polarization, HEK cells, FAbeta-B substrate | FAbeta-B cleavage; 0% vehicle, 100% cell-free pure enzyme wells | activation, % at 5.96 µM | Insulin-degrading enzyme (Homo sapiens), P14735 | AID 493087, 2011 | 340,000 tested, 0.073% active;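 active = activation above the mean of all tested compounds plus 3 SD, set per screening campaign, cut at about 17% in these data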
MEKK3 PB1 HTS = modulators of MEKK3-MEK5 PB1 binding, primary screen, biochemical, wildtype MEKK3, multiplex bead flow cytometry, Alexa488-MEK5; bead-based flow cytometry, Alexa488-MEK5 binding to MEKK3; actives lie on both sides; 0 = blocked by unlabeled MEK5, 100 = vehicle; binding response (% of control), % at 10 µM; 290,000 tested, 1.4% active; AID 1529, 2009;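 active = binding response more than 3 SD above or below the average of its plate-row segment, actives on both sides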;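 note: Alexa488 bead fluorescence after subtracting the streptavidin-only scavenger bead signal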
Target sequence (Q99759 whole entry, looked up): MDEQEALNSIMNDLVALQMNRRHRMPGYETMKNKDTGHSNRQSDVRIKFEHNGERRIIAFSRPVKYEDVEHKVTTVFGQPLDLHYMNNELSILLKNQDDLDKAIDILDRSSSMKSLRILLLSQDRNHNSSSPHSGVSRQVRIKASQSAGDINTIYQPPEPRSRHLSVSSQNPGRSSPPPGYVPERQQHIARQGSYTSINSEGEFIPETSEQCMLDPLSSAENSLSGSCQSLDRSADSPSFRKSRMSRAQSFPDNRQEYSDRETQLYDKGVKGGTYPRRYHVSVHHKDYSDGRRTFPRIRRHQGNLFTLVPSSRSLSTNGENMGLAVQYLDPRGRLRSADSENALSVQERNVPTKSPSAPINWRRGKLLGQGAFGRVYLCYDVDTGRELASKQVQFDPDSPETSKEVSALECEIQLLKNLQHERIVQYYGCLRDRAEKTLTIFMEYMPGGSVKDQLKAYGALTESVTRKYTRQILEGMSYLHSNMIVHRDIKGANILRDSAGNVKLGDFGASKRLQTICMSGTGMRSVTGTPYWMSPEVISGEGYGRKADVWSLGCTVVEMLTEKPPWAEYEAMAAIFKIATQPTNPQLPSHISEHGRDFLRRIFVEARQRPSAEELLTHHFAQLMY
pCIP destab = p/CIP-EGFP fusion destabilizers, primary screen, fluorescence, F442A cells; Q05BA5; 16 h; decrease of EGFP signal, % at 10 µM; 290,000 tested, 0.01% active;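 active = EGFP signal decrease of at least 30% at 10 µM or well 3 SD below plate mean, unless failing retest; inactive = the rest, including hits failing retest or dose response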; note: some compounds called inactive have numbers as strong as hits; many of its hits are not listed in these tables
An asterisk follows results filed as active; . = no result given.

SMILES | PHOSPHO1 block | CRFR2-BP ag | IDE inh | GalR3 antag | CHRM4 PAM | CRFBP-R2 block | IDE act | MEKK3 PB1 HTS | pCIP destab
Cc1ccc(N2C(=O)N(CC(=O)NCc3ccccc3Cl)C(=O)C2C)cc1 (stereo unspecified) | 33 | 1.2 | -2 | 4 | 7 | -9 | 0 | 102 | 10
CN1CCN(CCCC(=O)c2ccc(F)cc2)CC1 | 33 | 0.9 | -5 | -1 | 22 | -9 | -2 | 105 | 5
CCS(=O)(=O)c1ccc2oc(SCC(=O)NCCC3=CCCCC3)nc2c1 | -3 | -2.0 | -1 | 9 | 5 | -10 | 5 | 100 | -13
CC(=O)N1c2ccc(S(=O)(=O)NCC3CCC(C(=O)N4CC(C)CC(C)C4)CC3)cc2CC1C (stereo unspecified) | 32 | 1.0 | 1 | -7 | -11 | -2 | 0 | 102 | -8
O=C(C1CCN(S(=O)(=O)N2CCC3(CC2)OCCO3)CC1)N1CCc2ccccc2C1 | 0 | -0.2 | 2 | -6 | 3 | 13 | -2 | . | -14
O=C(c1cc(COc2ccc(F)cc2Cl)on1)N1CCCCCC1 | -22 | -0.4 | 2 | 2 | 3 | 7 | -5 | 102 | 3
O=[N+]([O-])c1cccnc1NCCc1c[nH]c2ccccc12 | 25 | -2.1 | 1 | -7 | -2 | 14 | 4 | 97 | 2
COc1ccc(Br)cc1C1NC(=O)c2c(sc3c2CCN(C)C3)N1 (stereo unspecified) | 17 | 8.9 | . | -1 | 4 | 1 | 2 | . | -5
O=C(CN1CCN(c2ccccc2)CC1)Nc1ccc2c(c1)OCCO2 | 24 | -1.3 | -6 | 2 | -2 | -5 | 4 | 103 | 2
CCc1cc2c(cc3c(=O)n(CC(=O)NCCCN(CC)CC)nc(CC)n32)s1 | -24 | -0.9 | 1 | -7 | 0 | 13 | 3 | 99 | 1
O=C(COC(=O)c1ccc2[nH]c3c(c2c1)CCCC3)NC1CCS(=O)(=O)C1 (stereo unspecified) | 20 | 1.2 | -1 | 2 | 4 | -18 | 2 | 98 | 2
CCCNC(=O)c1ccc2snnc2c1 | -22 | -0.9 | 4 | 2 | 15 | -5 | -2 | 89 | 0

Reprinted at random: 2 compounds from above, in no set order.
SMILES | PHOSPHO1 block | CRFR2-BP ag | IDE inh | GalR3 antag | CHRM4 PAM | CRFBP-R2 block | IDE act | MEKK3 PB1 HTS | pCIP destab
O=C(CN1CCN(c2ccccc2)CC1)Nc1ccc2c(c1)OCCO2 | 24 | -1.3 | -6 | 2 | -2 | -5 | 4 | 103 | 2
CN1CCN(CCCC(=O)c2ccc(F)cc2)CC1 | 33 | 0.9 | -5 | -1 | 22 | -9 | -2 | 105 | 5

The listing continues.
SMILES | PHOSPHO1 block | CRFR2-BP ag | IDE inh | GalR3 antag | CHRM4 PAM | CRFBP-R2 block | IDE act | MEKK3 PB1 HTS | pCIP destab
CN1CCN(C(=S)Nc2cc(S(=O)(=O)N3CCOCC3)ccc2Cl)CC1 | 13 | -0.1 | 0 | -2 | -13 | -9 | 5 | 104 | -8
Cn1c(SCc2ccon2)nc2ccccc2c1=O | -10 | -1.4 | 4 | 1 | -1 | 2 | -4 | 98 | -7
CCn1cc(CN(C)S(=O)(=O)c2cccc([N+](=O)[O-])c2)cn1 | 24 | -0.9 | 3 | -1 | -4 | 21 | 5 | 99 | 3
Cc1noc(C)c1CSc1ccc(Br)cc1 | 6 | -0.4 | -2 | -3 | -6 | 14 | 4 | 101 | -20
Cc1ccc(N2CC(C(=O)Nc3nnc(C)s3)CC2=O)cc1 (stereo unspecified) | 14 | -1.9 | 3 | -8 | -1 | -8 | 0 | 108 | -11
COc1ccc(/C=N/N2CCN(C)CC2)cc1OC | 12 | -0.1 | -4 | -3 | 2 | 10 | 5 | 96 | -6
CCOC(=O)c1ccc(Oc2cc(C)nc(SC)n2)cc1 | -4 | -0.7 | 8 | -6 | -1 | -3 | 5 | 101 | -8
COc1ccccc1CC(=O)OC(C)C(=O)Nc1ccc(S(=O)(=O)N2CCCCC2)cc1 (stereo unspecified) | . | 1.5 | -1 | -6 | 1 | -5 | 10 | . | .
CC(C)(C)N1CC2(c3ccccc3)CN(C(C)(C)C)CC(c3ccccc3)(C1)C2=O | 8 | 0.7 | 2 | -2 | -1 | 45 | 0 | 98 | 1
CCc1cccc(OCCCn2ccnc2)c1 | -6 | 0.1 | 0 | 1 | 5 | -5 | 5 | 101 | -4
CCOCC(=O)Nc1ccc(F)c(F)c1 | 7 | -3.4 | -2 | -3 | 3 | -1 | 3 | 104 | -5
O=C(O)c1cnccn1 | 8 | 1.4 | 1 | . | -2 | 16 | -3 | 79 | 3
COc1cccc(OC)c1C(=O)NC(=S)Nc1ccc2oc(=O)ccc2c1 | -19 | -1.4 | -1 | -2 | -4 | 7 | 0 | 96 | -16
CCOc1ccc(OCC)c(NC(=O)CN(C)S(=O)(=O)c2cccc3nsnc23)c1 | 14 | -1.1 | -2 | 0 | -2 | 1 | -1 | 97 | -12
O=C(c1ccc2nc(-c3ccco3)c(-c3ccco3)nc2c1)N1CCN(c2ccccc2)CC1 | 0 | 0.3 | 6 | 6 | -8 | -30 | -2 | 99 | -6
COc1ccc(/C=N/NC(=O)c2cc3c(ccc4ccccc43)o2)c(OC)c1 | . | 2.1 | . | -2 | -5 | 12 | -7 | 100 | -19
CC(=O)N1CCc2cc(S(=O)(=O)C(C)CC(=O)NCc3ccc(C)o3)ccc21 (stereo unspecified) | 10 | 1.2 | 3 | 1 | 8 | -11 | -2 | 102 | -10
CCC(=O)N1COC[C@@H]1Cc1ccccc1 | 11 | -1.0 | 1 | -1 | -9 | 3 | 4 | 100 | -22
Cc1ccc2nc(Cl)c3cc(C(=O)N(CCN(C)C)Cc4ccco4)sc3c2c1 | -11 | 0.8 | 6 | -1 | 0 | -14 | 1 | 96 | -2
N#C/C(=C\c1cccc(O)c1)C(=O)N1CCCCC1 | -1 | -0.4 | -1 | -13 | -4 | -5 | 5 | 101 | -9
Cc1ccccc1NS(=O)(=O)c1cc(C(=O)Nc2ccccc2-c2ccccc2)ccc1Cl | 7 | 0.8 | -1 | -5 | -7 | 26 | 2 | 96 | 5
Cn1c(-c2ccccc2)cnc1NCc1cc(Cl)ccc1O | -28 | 0.6 | . | -10 | -7 | 3 | 2 | 102 | -9
CC(O)c1ccc(OCCN(C)c2ccccn2)cc1 (stereo unspecified) | 28 | 0.2 | 4 | -8 | 0 | -6 | 3 | 109 | -3
CC(C)(C)c1ccc(C(=O)c2c[nH]c(C(=O)NCCc3ccccn3)c2)cc1 | 24 | -3.0 | -1 | 5 | -3 | -5 | 0 | 79 | -17
CN(C)S(=O)(=O)c1ccc(NC(=O)Cn2c(-c3ccccc3)noc2=O)cc1 | 26 | 7.3 | 1 | -2 | 7 | -10 | -3 | 87 | -4
CCCN(CCC)c1nc2ccccc2nc1C(C#N)C(=O)OCCOC (stereo unspecified) | 5 | 5.7 | 5 | 1 | 1 | 5 | 1 | 100 | 4
CC(CC(=O)N1CCc2ccccc21)c1ccccc1 (stereo unspecified) | 13 | -2.1 | 4 | -1 | 14 | 16 | -2 | 104 | -2
COc1ccc(Nc2nnc(-c3ccc(C)cc3)c3ccccc23)cc1C(=O)N1CCCCC1 | -3 | -0.8 | 4 | -2 | 6 | -43 | -2 | 97 | -8
COc1ccc(NC(C)=O)cc1NC(C)c1nc2sc(C)c(C)c2c(=O)[nH]1 (stereo unspecified) | 7 | 1.9 | 2 | -4 | -1 | -6 | 3 | 97 | 11
CCCCSCc1[nH]c(=O)[nH]c1C(=O)CCCCC(=O)OCC | 4 | 3.9 | -1 | -2 | 1 | -3 | 0 | 105 | 2
Cc1cc(-n2c(C)cc(C(=O)CSc3nncn3C)c2C)no1 | . | -0.1 | 0 | 1 | -2 | -4 | 5 | . | .
Cc1ccc(C2=NNC(=O)C(c3c[nH]c4ccccc34)C2)cc1 (stereo unspecified) | 16 | 1.0 | 1 | -8 | 2 | 4 | 4 | 128* | 14
[O-][N+](=C(c1ccccc1)c1ccccc1)c1ccccc1 | . | -1.4 | . | -5 | -1 | -6 | 7 | . | .
CNC(=O)c1[nH]cnc1C(=O)N[C@@H](CC(C)C)C(=O)OCc1ccccc1 | 22 | -3.2 | 0 | -4 | -2 | 13 | -2 | 104 | -12
O=C1c2ccccc2NC(c2ccccc2)N1Cc1ccccc1 (stereo unspecified) | . | -0.7 | 8 | -4 | -11 | -14 | 3 | . | .
CCc1cc(C(=O)Nc2cc(S(=O)(=O)N(CC)CC)ccc2N2CCN(C)CC2)sc1C | . | 0.7 | 3 | 0 | 4 | 3 | 1 | . | .
CCN1C(=O)c2cccc3c(S(=O)(=O)NCc4ccco4)ccc1c23 | 6 | 0.3 | 4 | -6 | -6 | -5 | -5 | 96 | -13
O=C(O)c1cc(N=Nc2c(O)[nH]c3ccc([N+](=O)[O-])cc23)ccc1Cl | 40 | -0.8 | -3 | -4 | -8 | 5 | 5 | 103 | 3
Cn1c(=O)[nH]c(=O)c2c1nc1n2CCCS1 | 3 | 0.4 | 4 | 9 | 3 | -2 | -3 | 102 | -7
CC1=C(C(=O)OCc2ccccc2)C(c2ccccc2Cl)NC(=O)N1CCCCCC(=O)O (stereo unspecified) | -148 | -1.3 | 1 | -5 | 4 | 3 | 1 | 100 | -32
Cc1cccc(NC(=O)C2CCCN2C(=O)OCc2ccccc2)c1 (stereo unspecified) | . | -2.0 | -6 | -4 | 4 | 2 | 2 | . | .
Cc1ccc(S(=O)(=O)NC(=O)COc2cc(C)ccc2C(C)C)cc1 | 16 | 0.6 | 3 | 4 | -2 | 8 | 0 | 100 | 3
CN(CC(=O)Nc1ccc(Cl)cc1)C(=O)CCc1c[nH]c2ccccc12 | 26 | 0.8 | -2 | -10 | -1 | -33 | 0 | 103 | 5
CCOc1ccc(OCCOCCn2ccnc2)cc1 | -1 | -0.2 | -2 | 2 | -4 | 5 | -3 | 101 | -5
COc1ccccc1CNC(=O)C(C)NS(=O)(=O)c1ccc(Br)cc1 (stereo unspecified) | -14 | -2.3 | -1 | -3 | 14 | 0 | 2 | 97 | 10
CCC(C(N)=NCCc1ccc(OC)c(OC)c1)c1ccccc1 (stereo unspecified) | 32 | -0.1 | . | -16 | 2 | -3 | 5 | 105 | -12
COC(=O)c1ccc2ccccc2n1 | . | -1.3 | -7 | . | 7 | -4 | . | 103 | .
COCC(=O)Nc1c(C(=O)Nc2ccccc2OC)oc2ccccc12 | 16 | -1.5 | 3 | -4 | -2 | 9 | -2 | 108 | 17

In another format: 4 of the compounds above
PHOSPHO1 block | CRFR2-BP ag | IDE inh | GalR3 antag | CHRM4 PAM | CRFBP-R2 block | IDE act | MEKK3 PB1 HTS | pCIP destab | SMILES
-4 | -0.7 | 8 | -6 | -1 | -3 | 5 | 101 | -8 | CCOC(=O)c1ccc(Oc2cc(C)nc(SC)n2)cc1
22 | -3.2 | 0 | -4 | -2 | 13 | -2 | 104 | -12 | CNC(=O)c1[nH]cnc1C(=O)N[C@@H](CC(C)C)C(=O)OCc1ccccc1
7 | -3.4 | -2 | -3 | 3 | -1 | 3 | 104 | -5 | CCOCC(=O)Nc1ccc(F)c(F)c1
. | -0.7 | 8 | -4 | -11 | -14 | 3 | . | . | O=C1c2ccccc2NC(c2ccccc2)N1Cc1ccccc1 (stereo unspecified)
